PfG6PD inh – PfG6PD enzyme inhibitors, primary screen, biochemical, fluorescence intensity, uHTS | glucose-6-phosphate dehydrogenase-6-phosphogluconolactonase (Plasmodium falciparum 3D7) | PfGluPho enzyme, NADPH resazurin-diaphorase fluorescence | inhibition, % at 20 µM | hit rate 0.78% among 350,000 | AID 504690, 2011;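 active means inhibition reaching at least a set limit at 20 µM in the primary screen, cut at about 59% in these data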;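 further: 0% = DMSO wells with substrate and 100% = DMSO wells lacking glucose-6-phosphate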
SENP1 FRET inh – human SENP1 catalytic domain inhibitors, primary screen, biochemical, FRET, uHTS | Sentrin-specific protease 1 (Homo sapiens), Q9P0U3 | recombinant SENP1 catalytic domain, CyPet-SUMO1-YPet FRET cleavage | inhibition, % at 10 µM | hit rate 0.21% among 360,000 | AID 624204, 2012;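 active means inhibition at least 30% at 10 µM, raw YFP signal under a set limit, fluorescence ratio 0.5 to 1.5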;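 further: 0% = enzyme with DMSO and 100% = no enzyme wells; some results filed as inactive read as strong as hits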
Target sequence (Q9P0U3 419-644 limits assumed): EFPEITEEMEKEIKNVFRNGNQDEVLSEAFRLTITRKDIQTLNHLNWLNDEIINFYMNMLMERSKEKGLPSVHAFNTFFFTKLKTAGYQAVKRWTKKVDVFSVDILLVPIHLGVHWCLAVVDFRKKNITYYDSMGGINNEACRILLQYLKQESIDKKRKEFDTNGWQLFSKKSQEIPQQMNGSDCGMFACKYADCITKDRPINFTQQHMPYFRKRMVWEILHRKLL
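Controls: no-enzyme wells low, DMSO-plus-enzyme wells high control. Test system: human recombinant His6-tagged SENP1 catalytic domain enzyme. Reagent: SFCypet-SUMO1-SFYpet FRET protein substrate, 25 nM final. Doses: one dose per compound, 10 µM, 0.5% DMSO. Detection: FRET, CFP and YFP emission. Timing: 50 min reaction at room temperature.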
SENP8 block-1 – SENP8 protease inhibitors, primary screen, biochemical, luminescence; purified SENP8, Z-RLRGG-aminoluciferin cleavage; inhibition, % at 10 µM; hit rate 1.2% among 330,000; AID 2540, 2010; in the data active means inhibition above about 50%
Target sequence (Q96LD8 whole entry, looked up): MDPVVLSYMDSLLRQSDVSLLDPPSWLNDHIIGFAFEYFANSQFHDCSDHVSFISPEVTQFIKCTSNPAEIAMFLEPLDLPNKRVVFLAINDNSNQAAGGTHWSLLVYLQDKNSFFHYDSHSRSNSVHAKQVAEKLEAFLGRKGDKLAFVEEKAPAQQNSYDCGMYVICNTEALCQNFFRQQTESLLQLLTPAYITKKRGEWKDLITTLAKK
HKDC1 inh – HKDC1 hexokinase inhibitors, primary screen, biochemical, fluorescence, uHTS. Q2TB90. recombinant HKDC1, G6PDH/diaphorase resazurin coupled fluorescence. inhibition, % at 20 µM. hit rate 0.16% among 340,000;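 active means inhibition above about 35% when tested at 20 µM, limit read from the data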;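 further: plate controls were DMSO wells with enzyme for no effect and DMSO wells lacking enzyme for full effect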
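Incubation: 90 min at room temperature in dark / Material: recombinant HKDC1 (HK5) hexokinase enzyme, produced in-house / Quantity: enzyme 5 µg/mL final / Compound: one dose of 20 µM, 1% DMSO / Reagent: glucose and ATP substrates / Buffer or medium: Tris pH 8.0 buffer with MgCl2, Tween-20, BSA, BME / Technique: resorufin fluorescence at 613 nm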
SENP7 block – SENP7 protease inhibitors, primary screen, biochemical, luminescence, uHTS. AID 434973, 2010. recombinant SENP7, Z-RLRGG-aminoluciferin luminescence, 40 min. inhibition, % at 5 µM. hit rate 1.5% among 330,000. Sentrin-specific protease 7 (Homo sapiens), Q9BQF6;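 active means inhibition above about 50% at the single test dose, limit read from the data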;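 further: plate controls were DMSO with enzyme for no effect and no enzyme buffer wells for full effect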
Target sequence (Q9BQF6 706-1050 limits assumed): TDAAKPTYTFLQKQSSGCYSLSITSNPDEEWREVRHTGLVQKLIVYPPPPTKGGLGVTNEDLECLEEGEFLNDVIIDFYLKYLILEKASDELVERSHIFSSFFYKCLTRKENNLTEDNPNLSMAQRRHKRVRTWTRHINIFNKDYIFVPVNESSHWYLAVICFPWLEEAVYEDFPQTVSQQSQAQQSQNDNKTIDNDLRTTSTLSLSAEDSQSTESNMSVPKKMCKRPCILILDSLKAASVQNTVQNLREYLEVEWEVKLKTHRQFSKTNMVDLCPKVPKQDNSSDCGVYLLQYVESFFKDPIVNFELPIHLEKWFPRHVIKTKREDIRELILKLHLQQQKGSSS
UBC13 polyUb – UBC13 polyubiquitin chain formation inhibitors, primary screen, biochemical, TR-FRET, uHTS; Ubiquitin-conjugating enzyme E2 N (Homo sapiens), P61088; inhibition, % at 20 µM; hit rate 0.47% among 330,000; AID 485273, 2010; in the data active means inhibition above about 45%, passing the limit was not always enough
Target sequence (P61088 whole entry, looked up): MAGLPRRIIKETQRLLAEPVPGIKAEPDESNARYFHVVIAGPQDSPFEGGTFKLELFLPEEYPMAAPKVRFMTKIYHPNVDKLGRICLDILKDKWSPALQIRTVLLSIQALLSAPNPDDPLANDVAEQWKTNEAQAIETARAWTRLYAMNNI
SENP8 block-2 – human SENP8 protease inhibitors, primary screen, biochemical, fluorescence, Nedd8 protein substrate, uHTS | Sentrin-specific protease 8 (Homo sapiens), Q96LD8 | inhibition, % at 20 µM | hit rate 0.64% among 360,000 | AID 602440, 2012 | recombinant SENP8; in the data active means inhibition mostly above about 40%, no sharp cut-off; inactive means mostly below about 27%
SENP6 inh – SENP6 protease inhibitors, primary screen, biochemical, luminescence, uHTS; Recombinant SENP6 catalytic domain, aminoluciferin luminescence; hit rate 1.8% among 330,000; inhibition, % at 10 µM; AID 2599, 2010; Sentrin-specific protease 6 (Homo sapiens), Q9GZR1;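 active means inhibition above about 50% at the single tested dose, limit read from the data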;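 further: plate controls were DMSO wells with enzyme for no effect and DMSO wells lacking enzyme for full effect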
MIN6 prolif – inducers of MIN6 beta-cell proliferation, primary screen, ATP luminescence, uHTS; proliferation, % at 10 µM; hit rate 0.29% among 330,000; MIN6 cells proliferation, ATPlite luminescence, 48 h; cells starved in 0.2% serum; 100% = growth in 10% serum;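 active means compounds whose signal lies at least 3.5 SD above the mean of all wells on their plate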;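 further: 0% = DMSO-treated cells in low-serum medium and 100% = 10% serum control; some compounds called inactive have numbers as strong as hits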
* hit, by the source's call; i = inactive; · = no result given.

The line under a structure holds: PfG6PD inh	SENP1 FRET inh	SENP8 block-1	HKDC1 inh	SENP7 block	UBC13 polyUb	SENP8 block-2	SENP6 inh	MIN6 prolif
- COc1ccc(NC(=O)CCNC(=O)C2CCN(S(=O)(=O)c3ccc(OC)cc3)CC2)cc1
→ 0	0	4	1	-4	2	5	8	-1
- COC(=O)C1CCN(C(=O)Nc2ccccc2)CC1
→ -8	2	0	3	-9	5	3	-9	-2
- CCOC(=O)c1sc(=S)n(-c2ccccc2)c1NC(C)=O
→ 2	2	-5	-3	-4	-7	7	-11	0
- COC(=O)c1ccc(NC(=O)c2ccc3nsnc3c2)cc1
→ 5	2	2	0	9	5	1	-1	1
- COc1ccc(-c2noc(-c3ccccc3C(=O)Nc3cccc(OC)c3)n2)cc1
→ 0	1	-6	-2	-6	3	6	-4	-3
- COc1ccc(C2CC(=O)c3c([nH]c(C(=O)OC(C)C)c3C)C2)cc1OC (stereo not drawn)
→ -3	2	8	-5	9	0	-2	1	-1
- O=C(Nc1ccccc1N1CCN(C(=O)c2ccc(Cl)cc2)CC1)c1cccc(F)c1
→ 12	2	0	1	-3	-2	4	-14	0
- COCCCN(C(=O)c1ccco1)c1nc(-c2ccc(OC)cc2)cs1
→ 2	0	1	5	-3	8	-10	0	-3
- CCOc1ccccc1NC(=O)Cn1c(=O)oc2cc(Cl)ccc21
→ 3	1	-3	6	-9	-6	4	-1	3
- Cc1ccc(/C=N/NC(=O)CSc2nc3ccccc3s2)o1
→ 41	0	-1	-4	3	2	11	13	0.0*
- O=C(Nc1cccc(F)c1)Nc1cccc(Cl)c1
→ 2	0	19	1	23	11	12	40	-4
- CC(NS(=O)(=O)c1ccc2c(c1)OCCO2)c1ccccc1 (stereo not drawn)
→ 11	1	-1	-7	-5	5	16	17	1
- COc1ccc(C(CNC(=O)c2ccc(C)o2)N2CCOCC2)cc1 (stereo not drawn)
→ 11	-1	2	0	1	-7	-12	5	1
- Clc1ccc(C2[C@H]3CN(Cc4ccc(-c5ccccc5)cc4)[C@H](c4ccccc4)C34CC2(c2ccccc2)C4)cn1 (stereo partly drawn)
→ 13	·	0	-5	-5	-35	·	-3	-4
- Cc1nc2c(C)cccc2cc1C(=O)N/N=C/c1ccc(N(C)C)cc1
→ 16	3	-2	-1	4	-8	-1	2	-2

New compounds follow
The line under a structure holds: PfG6PD inh	SENP1 FRET inh	SENP8 block-1	HKDC1 inh	SENP7 block	UBC13 polyUb	SENP8 block-2	SENP6 inh	MIN6 prolif
- Cc1cccc(C)c1NS(=O)(=O)c1ccc(-c2ccc(=O)[nH]n2)o1
→ -16	0	-5	4	14	-5	-21	-11	0
- COC(=O)c1ccc(/C=N\N2CCN(c3ccccc3)CC2)cc1
→ 0	-1	-3	2	-5	-6	14	-2	-1
- O=c1oc2c(O)cccc2cc1-c1nc2ccccc2[nH]1
→ -12	-24	1	4	96*	15	-287	93*	-7
- COc1ccc(CN2CN(C(C)C)CSC2=S)cc1
→ -2	0	2	-4	5	4	6	4	-6
- CN1CC=C2C(C#N)=C(N)C(C#N)(C#N)[C@H](c3cccc(Cl)c3)C2C1 (stereo partly drawn)
→ 5	-16	-4	-2	0	-10	-470	-6	-3
- Cc1cc(C)c(S(=O)(=O)N2CCCC(C(=O)NCc3ccncc3)C2)c(C)c1 (stereo not drawn)
→ 1	1	-7	-3	13	-7	14	-20	-2
- COc1ccc(C(=O)OCC(=O)Nc2ccc(Cl)cn2)cc1
→ -5	4	1	-8	12	10	3	15	1
- O=C(N/N=C/C1CC=CCC1)c1cc2ccccc2cc1O (stereo not drawn)
→ 3	-26	-36	-7	-1	-19	-61	-13	-1
- CSCCC(C(=O)NC1=NCCS1)N1C(=O)c2ccccc2C1=O (stereo not drawn)
→ -6	0	-6	-3	2	-2	30	-8	1
- COc1ccc(S(=O)(=O)N2CCN(C(=O)c3cc(-c4ccc(C)cc4)n[nH]3)CC2)cc1
→ -15	0	-23	0	4	-20	7	-19	-4
- CC1CCN(CCCNC(=O)c2cc3c(s2)-c2ccccc2OC3)CC1
→ -11	-8	-5	5	-6	35	i	-4	-8
- Cc1ccc(C)[n+](CC(=O)N2CCCCC2)c1
→ -13	1	4	-10	-4	4	2	14	2
- Cc1cc(NC(=O)CCC(=O)N(CC(=O)NC2CCCC2)c2ccc(F)c(Cl)c2)no1
→ -29	1	-1	-1	-3	5	14	-28	-1
- CCN(CC)CC(=O)c1ccc(-c2ccccc2)cc1
→ -21	-2	-2	1	2	0	-5	-13	-3
- Cc1ccn2cc(-c3ccc(O)c(O)c3)nc2c1
→ 26	4	56*	0	67*	9	-280	67*	-6

(continued)
The line under a structure holds: PfG6PD inh	SENP1 FRET inh	SENP8 block-1	HKDC1 inh	SENP7 block	UBC13 polyUb	SENP8 block-2	SENP6 inh	MIN6 prolif
- CCCCSC(=S)NC1CCS(=O)(=O)C1 (stereo not drawn)
→ 4	3	-2	-12	2	1	14	6	0
- COc1ccc(OC)c(S(=O)(=O)n2nnc3ccccc32)c1
→ 9	3	7	-3	5	5	10	9	-1
- Cc1ccc(Cn2c(=N)c(C(=O)NCCN3CCOCC3)cc3c(=O)n4ccccc4nc32)cc1
→ 4	-32	1	-7	-6	-7	-394	3	-3
- CC(C)(CO)NCc1ccc(Br)cc1
→ -4	2	-10	-11	-9	-1	-2	-18	-4
- CC(OC(=O)CCN=C1NS(=O)(=O)c2ccccc21)C(=O)Nc1ccc(F)c(F)c1F (stereo not drawn)
→ -2	-1	-7	-1	-15	-6	-22	-12	0
- COc1ccc(/C=C/C(=O)CCC(=O)O)cc1
→ -13	-1	-10	12	20	2	-6	39	1
- CCCCN1C(=O)c2ccc(C(=O)OCC(=O)NCCc3ccc(S(N)(=O)=O)cc3)cc2C1=O
→ -2	-1	-16	-2	-5	-11	4	-13	-4
- COCCCNC(=O)c1ccc2c(=O)n(Cc3ccc(Cl)cc3)c(=S)[nH]c2c1
→ 2	1	5	6	0	22	10	-1	-2
- C/C(=N\NC(=O)C1(C)NC(C)(C)Cc2ccccc21)c1ccccc1 (stereo not drawn)
→ -2	3	-6	-3	-4	-5	4	-10	1
- CCOc1ccc(C(CC(=O)O)NC(=O)c2ccco2)cc1 (stereo not drawn)
→ 6	1	4	-7	-1	8	9	3	-1
- C[C@@H]1NC(=O)N[C@@H]1CCCCCC(=O)O
→ 0	0	3	-2	4	-8	-3	19	-4
- CC(=O)c1ccc(NC(=O)C2CC(=O)Nc3nc4ccccc4n32)cc1 (stereo not drawn)
→ -1	0	-7	-8	-12	-2	21	-16	-1
- Cn1c(=O)c2c(nc(Sc3ncnn3CC(=O)NC3CCCCC3)n2C)n(C)c1=O
→ -33	1	-2	-6	0	-6	18	-7	-1
- CCOc1cc2[nH]c(=O)n(CCC(=O)N3CCN(c4ccccc4OC)CC3)c(=O)c2cc1OCC
→ 16	1	-3	-3	-3	5	-14	2	0
- C=CCc1cccc(CNc2c(C)cc(C)cc2C)c1O
→ 6	1	-5	-10	8	-4	17	13	-3

The list goes on.
The line under a structure holds: PfG6PD inh	SENP1 FRET inh	SENP8 block-1	HKDC1 inh	SENP7 block	UBC13 polyUb	SENP8 block-2	SENP6 inh	MIN6 prolif
- C/C(=N\N1CCN(Cc2ccc(Cl)cc2)CC1)c1ccc([N+](=O)[O-])cc1
→ 12	4	3	0	3	4	24	-2	-3
- COC(=O)c1ccc(-n2c(C)cc(C(=O)COC(=O)CC3Sc4ccccc4NC3=O)c2C)cc1 (stereo not drawn)
→ 33	0	2	14	-8	1	-1	-13	-6
- CCN(CC)S(=O)(=O)c1cccc(C(=O)N[C@H](C(=O)NCc2ccc(Cl)cc2)C(C)C)c1
→ 8	-4	3	1	10	2	2	14	-2
- O=C1c2ccccc2C(=O)c2[nH]cnc21
→ 3	-5	·	12	·	·	23	·	·
- CCN(CCCNC(=O)CN(C)S(=O)(=O)c1ccc2c(c1)CCC(=O)N2)c1cccc(C)c1
→ -2	3	10	5	-1	7	20	7	2
- CCC(=O)OC1(C(C)=O)CCC2C3CCC4=CC(=O)CCC4(C)C3CCC21C (stereo not drawn)
→ 10	1	·	4	·	·	17	·	·
- CCOc1ccccc1N(C(=O)c1ccco1)C(C(=O)NC1CCCC1)c1cccnc1 (stereo not drawn)
→ 7	1	-3	-4	5	-7	21	-34	-1
- O=C(CNS(=O)(=O)c1ccccc1)Nc1ccc2c(c1)OCO2
→ 13	-2	-1	0	1	4	-4	-1	-1
- c1ccc(CCn2nnnc2CN2CCc3ccccc32)cc1
→ 0	-27	2	0	-1	-5	1	0	-1
- CC1(C)Oc2ccc(C(=O)NC3CCCC3)cc2N(CC(=O)NC2CCCC2)C1=O
→ -19	1	-8	-7	-3	-3	15	3	-4

Given bar-delimited: entries from further up.
SMILES | PfG6PD inh | SENP1 FRET inh | SENP8 block-1 | HKDC1 inh | SENP7 block | UBC13 polyUb | SENP8 block-2 | SENP6 inh | MIN6 prolif
CCOc1cc2[nH]c(=O)n(CCC(=O)N3CCN(c4ccccc4OC)CC3)c(=O)c2cc1OCC | 16 | 1 | -3 | -3 | -3 | 5 | -14 | 2 | 0
C=CCc1cccc(CNc2c(C)cc(C)cc2C)c1O | 6 | 1 | -5 | -10 | 8 | -4 | 17 | 13 | -3
C/C(=N\N1CCN(Cc2ccc(Cl)cc2)CC1)c1ccc([N+](=O)[O-])cc1 | 12 | 4 | 3 | 0 | 3 | 4 | 24 | -2 | -3
COC(=O)c1ccc(-n2c(C)cc(C(=O)COC(=O)CC3Sc4ccccc4NC3=O)c2C)cc1 (stereo not drawn) | 33 | 0 | 2 | 14 | -8 | 1 | -1 | -13 | -6
CCN(CC)S(=O)(=O)c1cccc(C(=O)N[C@H](C(=O)NCc2ccc(Cl)cc2)C(C)C)c1 | 8 | -4 | 3 | 1 | 10 | 2 | 2 | 14 | -2
O=C1c2ccccc2C(=O)c2[nH]cnc21 | 3 | -5 | · | 12 | · | · | 23 | · | ·
CCN(CCCNC(=O)CN(C)S(=O)(=O)c1ccc2c(c1)CCC(=O)N2)c1cccc(C)c1 | -2 | 3 | 10 | 5 | -1 | 7 | 20 | 7 | 2
CCC(=O)OC1(C(C)=O)CCC2C3CCC4=CC(=O)CCC4(C)C3CCC21C (stereo not drawn) | 10 | 1 | · | 4 | · | · | 17 | · | ·
CCOc1ccccc1N(C(=O)c1ccco1)C(C(=O)NC1CCCC1)c1cccnc1 (stereo not drawn) | 7 | 1 | -3 | -4 | 5 | -7 | 21 | -34 | -1
O=C(CNS(=O)(=O)c1ccccc1)Nc1ccc2c(c1)OCO2 | 13 | -2 | -1 | 0 | 1 | 4 | -4 | -1 | -1
c1ccc(CCn2nnnc2CN2CCc3ccccc32)cc1 | 0 | -27 | 2 | 0 | -1 | -5 | 1 | 0 | -1
CC1(C)Oc2ccc(C(=O)NC3CCCC3)cc2N(CC(=O)NC2CCCC2)C1=O | -19 | 1 | -8 | -7 | -3 | -3 | 15 | 3 | -4
